PAFAH2 inh: PAFAH2 (human) inhibition; Q99487; recombinant PAFAH2, FP-rhodamine activity probe, fluorescence polarization; inhibition, % at 3.39 µM; 340,000 compounds, 0.99% hits; AID 492956;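 active means inhibition above the mean over all tested compounds plus 3 SD, cut at about 30% in these data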;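 further: inhibitors block probe labeling of enzyme so polarization drops; 0% = enzyme with DMSO and 100% = wells lacking PAFAH2 protein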
AHR act: human AHR activation; AHR-responsive luciferase reporter cells, luminescence; AID 2796; activation, % at 5 µM; 320,000 compounds, 2.5% hits; in the data active means activation above about 47%;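 further: 0% = vehicle wells and 100% = reference agonist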
CTSL1 counter: counter-screen for PFM18AAP inhibitors: inhibitors of F. hepatica cathepsin L1 | recombinant F. hepatica cathepsin L1, Z-Leu-Arg-MCA fluorescence | inhibition, % at 5.96 µM | 300,000 compounds, 0.49% hits | AID 1906;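 active means inhibition above the mean of all tested compounds plus 3 SD, set per screening campaign, cut at about 17% in these data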;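 further: 0% = plate median of test compound wells and 100% = 1 µM Z-Phe-Ala-diazomethylketone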
PP1 counter: PP1-alpha (human) inhibition in PP5 counter-screen | 320,000 compounds, 0.9% hits | purified PP1alpha, OMFP fluorescence | AID 2235 | inhibition, % at 6.7 µM;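 active means inhibition above the mean inhibition of all tested compounds plus 3 SD, computed separately for each screening campaign, cut at about 15% in these data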
Target sequence (P62136 whole entry, looked up): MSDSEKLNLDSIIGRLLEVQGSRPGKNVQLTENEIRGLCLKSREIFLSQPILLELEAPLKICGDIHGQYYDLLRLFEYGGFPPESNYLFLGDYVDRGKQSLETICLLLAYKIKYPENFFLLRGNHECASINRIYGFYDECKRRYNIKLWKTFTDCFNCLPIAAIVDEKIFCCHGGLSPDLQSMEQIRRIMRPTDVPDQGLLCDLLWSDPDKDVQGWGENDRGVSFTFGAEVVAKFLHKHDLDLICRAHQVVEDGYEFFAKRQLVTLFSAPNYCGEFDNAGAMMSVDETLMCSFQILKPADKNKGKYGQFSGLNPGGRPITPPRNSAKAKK
procasp3 activ: activators of human procaspase-3; recombinant procaspase-3 D3A, Ac-DEVD-pNA absorbance 405 nm; activation, % at 8.5 µM; 330,000 compounds, 0.11% hits;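 active means activation above the mean of all tested compounds plus 3 SD, cut at about 21% in these data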;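 further: 0% = DMSO alone and 100% = DMSO wells spiked with extra 5 µM PC-3 D3A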
Target sequence (P42574 whole entry D9A/D28A/D175A): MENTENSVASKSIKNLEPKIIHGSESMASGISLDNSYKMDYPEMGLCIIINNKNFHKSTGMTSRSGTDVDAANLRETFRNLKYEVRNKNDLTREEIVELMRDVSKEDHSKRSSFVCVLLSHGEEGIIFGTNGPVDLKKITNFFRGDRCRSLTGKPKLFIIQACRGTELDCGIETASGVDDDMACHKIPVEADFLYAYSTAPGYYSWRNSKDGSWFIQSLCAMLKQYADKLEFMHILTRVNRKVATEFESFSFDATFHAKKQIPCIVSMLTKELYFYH
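material = Procaspase-3 D3A mutant | probe or stimulus = Ac-DEVD-pNA | compound = single dose, 8.5 µM nominal compound, 0.8% DMSO | timing = 1 h preincubation, 2 h reaction | measured by = 405 nm absorbance of p-nitroaniline, reads at 0 and 120 min | benchmarks = DMSO-only low control, 5 µM PC-3 D3A high control | repeats = singlicate, each compound tested once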
procasp7 counter: counter-screen for procaspase-3 activators: activators of human procaspase-7; 330,000 compounds, 0.093% hits; activation, % at 8.5 µM; P55210; recombinant procaspase-7, Ac-DEVD-pNA absorbance 405 nm; D23A/D198A/D206A triple mutant, cannot self-cleave; scale: DMSO 0, 5 µM enzyme 100;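 active means percent activation above the screen-wide mean plus 3 SD, cut at about 25% in these data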
Target sequence (P55210 whole entry D23A/D198A/D206A): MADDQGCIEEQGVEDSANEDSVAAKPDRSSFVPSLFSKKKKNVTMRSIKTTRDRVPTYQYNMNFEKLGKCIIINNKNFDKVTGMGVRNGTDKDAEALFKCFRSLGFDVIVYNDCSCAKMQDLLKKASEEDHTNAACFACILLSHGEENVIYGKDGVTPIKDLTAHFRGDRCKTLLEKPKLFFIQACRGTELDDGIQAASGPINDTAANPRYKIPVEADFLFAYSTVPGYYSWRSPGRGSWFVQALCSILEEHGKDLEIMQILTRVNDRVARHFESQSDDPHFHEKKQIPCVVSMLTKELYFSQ
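signal = Epi-absorbance of released pNA at 405 nm, two timepoints | assay system = Uncleavable procaspase-7 mutant enzyme | reagent = Ac-DEVD-pNA substrate, 400 µM as added | times = 1 h enzyme–compound preincubation and 2 h substrate reaction, both 25 °C | benchmarks = low DMSO alone, high DMSO plus 5 µM PC-7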
TPT1 inhibitor: C. albicans TPT1 enzyme inhibition; recombinant caTPT1, FP RNA substrate dephosphorylation; inhibition, % at 5 µM; 300,000 compounds, 0.81% hits; AID 1962;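 active means inhibition above the mean of all tested compounds plus 3 SD, set per screening campaign, cut at about 24% in these data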;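 further: plate controls were DMSO alone for no effect and ferristatin control at 100 nM for full effect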
PP5 primary: inhibitors of human protein phosphatase 5 (PP5) | P53041 | purified PP5c, OMFP substrate fluorescence | inhibition, % at 6.7 µM | 320,000 compounds, 0.18% hits;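 active means inhibition above the campaign's mean inhibition across all tested compounds plus 3 SD, cut at about 9.5% in these data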;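 further: 0% = DMSO only and 100% = 100 µM cantharidin control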
HCV core dimer: blocks dimerization of HCV core protein. inhibition, % at 5 µM. 300,000 compounds, 0.33% hits. TR-FRET GST/Flag-core106 dimerization, 1536-well;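 active means inhibition above the mean of all tested compounds plus 3 SD, set per screening campaign, cut at about 45% in these data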
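Material: Tagged HCV core106 pair (GST and Flag) | Amount: GST-core106 13.5 nM, Flag-core106 17 nM | Medium: KF-containing HEPES buffer, pH 7.45, DTT, CHAPS, BSA | Reagent: Eu donor and XL665 acceptor anti-tag antibodies | Schedule: 4 h at 22.5 °C | Technique: Time-resolved FRET, ex 340 nm, em 617 and 671 nm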
The depositor's hits bear a star; / = no result given.

SMILES | PAFAH2 inh | AHR act | CTSL1 counter | PP1 counter | procasp3 activ | procasp7 counter | TPT1 inhibitor | PP5 primary | HCV core dimer
CC(=O)Nc1ccc(NS(=O)(=O)C(F)(F)F)cc1 | -7 | -2 | 0 | 1 | -5 | -3 | -2 | 0.5 | 4
COc1ccccc1N1CCN(C(CNC(=O)c2ccco2)c2cccnc2)CC1 (stereo not given) | 7 | 0 | -2 | 0 | 0 | -9 | -1 | 0.7 | 0
Cc1ccc(NC(=O)c2ccc3[nH]c(=O)c(=O)[nH]c3c2)nc1 | 8 | 5 | 3 | 0 | 8 | -14 | 0 | -0.2 | 17
O=C(CSc1ncccn1)NC1CCS(=O)(=O)C1 (stereo not given) | 4 | 7 | 1 | -2 | 6 | 11 | -2 | -3.8 | -5
Cc1cccc2cc(CN(C(=S)NCC(C)C)C3CCCC3)c(=O)[nH]c12 | -7 | 8 | -4 | 4 | 1 | -3 | 3 | 2.9 | -16
CN(c1ccc(C(=O)NC2CC3CCC2C3)cc1)S(C)(=O)=O (stereo not given) | 1 | 1 | -1 | 0 | 3 | 4 | -2 | -1.5 | -3
COC(=O)c1ccc(CSc2ccc(S(=O)(=O)N3CCCCC3)cn2)cc1 | 9 | 1 | / | -5 | 5 | -2 | / | 2.9 | /
CC1Cn2c(COc3ccccc3)nnc2S1 (stereo not given) | 7 | 0 | 0 | 4 | 10 | 6 | 0 | 2.7 | 0
Cc1ccc(/C(N)=N/OC(=O)CCC2CCCC2)cc1 | 6 | 3 | 1 | -1 | 7 | -4 | -1 | 2.4 | 0
Cc1nn(C)c(Cl)c1CN1CCCC(CCC(=O)NCc2ccccc2F)C1 (stereo not given) | 1 | 2 | -2 | -3 | 5 | -1 | 13 | -1.4 | 1
Cc1ccnc(NC(=O)CN(C)S(=O)(=O)c2cccc3nsnc23)c1 | -6 | 3 | -2 | -3 | 4 | 1 | -4 | 2.3 | 7
CCOc1c(CNCc2ccc(C(=O)O)cc2)cccc1OC | -2 | 4 | -2 | -4 | -6 | 11 | 0 | -0.4 | -2

Continued, starting with the last 3 of the part before.
SMILES | PAFAH2 inh | AHR act | CTSL1 counter | PP1 counter | procasp3 activ | procasp7 counter | TPT1 inhibitor | PP5 primary | HCV core dimer
Cc1nn(C)c(Cl)c1CN1CCCC(CCC(=O)NCc2ccccc2F)C1 (stereo not given) | 1 | 2 | -2 | -3 | 5 | -1 | 13 | -1.4 | 1
Cc1ccnc(NC(=O)CN(C)S(=O)(=O)c2cccc3nsnc23)c1 | -6 | 3 | -2 | -3 | 4 | 1 | -4 | 2.3 | 7
CCOc1c(CNCc2ccc(C(=O)O)cc2)cccc1OC | -2 | 4 | -2 | -4 | -6 | 11 | 0 | -0.4 | -2
Cc1cc(Br)ccc1NC(=O)CCSc1ccccc1 | 2 | -1 | 0 | -1 | -3 | 0 | 2 | -0.1 | 3
c1ccc(CSc2ccc(-c3ccccn3)nn2)nc1 | -2 | 9 | -1 | -6 | 2 | 4 | 2 | -2.6 | -1
CN(C)S(=O)(=O)c1cccc(-c2nnc(SCc3cc(Cl)cc4c3OCOC4)n2N)c1 | 0 | 2 | -6 | -1 | -19 | -21 | -1 | 0.4 | 8
CC1CCCN(C(=O)CSc2nnc(-c3ccncc3)n2C)C1 (stereo not given) | 2 | -1 | 1 | -5 | 12 | -2 | 3 | 0.4 | 2
COC1CCN(Cc2c(C(=O)N3CCN(C4CCCCC4)CC3)nc3ccccn23)CC1 | -2 | 14 | -15 | -8 | -2 | -8 | -11 | -2.2 | 5
CCOC(=O)c1c(NC(=O)COC(=O)c2ccccn2)sc2c1CCC2 | 0 | -1 | -2 | 7 | 0 | 2 | -1 | 0.4 | 3
CC(=O)CC(C)(C)Nc1nc2cc([N+](=O)[O-])ccc2o1 | 3 | 3 | 6 | 1 | 0 | -4 | 0 | 2.2 | 0
CCCCCCCCN=C1NC(=O)CS1 | -11 | 4 | 2 | -9 | 6 | -7 | -3 | 2.3 | 2
CCn1cc(C(=O)N2CCCCC2)c(=O)c2cc(S(=O)(=O)N3CCC(C)CC3)ccc21 | 0 | -3 | 7 | -1 | 1 | -8 | 0 | -0.9 | 2
N#Cc1cc2c(nc1Cl)CCC2 | -2 | 0 | 5 | -2 | 3 | 0 | 2 | 3.2 | -1
CN(CC(=O)Nc1ccccc1Cl)C(=O)c1ccc(COc2ccccc2)cc1 | 3 | 0 | -1 | -6 | 9 | 11 | 4 | 2.2 | 3
O=[N+]([O-])c1ccccc1Oc1ccc(C(F)(F)F)cn1 | -2 | 1 | 3 | -1 | 5 | -4 | -2 | 0.9 | -5
O=C(O)C1Cn2c(nc3c(c2=O)C2(CCCC2)Cc2ccccc2-3)S1 (stereo not given) | 15 | -3 | 1 | -3 | 8 | 9 | 3 | 0.5 | 5
Cn1cnc([N+](=O)[O-])c1SCC(O)CCl (stereo not given) | 5 | 3 | 2 | 0 | 9 | -4 | 3 | -0.1 | 0
CCCN1C(=S)SC(C)(C)C1/[N+]([O-])=C/c1ccc(S(=O)(=O)NC)cc1 (stereo not given) | 2 | 0 | 3 | -6 | 0 | -4 | 3 | -0.7 | 0
O=C(Nc1ccon1)c1ccccc1F | 9 | -2 | -5 | 4 | 1 | 13 | -2 | 3.1 | -2
CCNC(=S)NNC(=O)c1cc(-c2cc(C)ccc2C)nc2ccccc12 | 7 | 6 | -2 | -1 | 7 | -15 | -2 | 5.5 | -1
O=C1COc2ccc(-c3n[nH]c(=O)c4ccccc34)cc2N1 | -2 | -2 | 5 | -1 | -10 | -8 | -2 | -5.8 | -21
CC1CCCC(C)N1C(=O)COC(=O)c1cc([N+](=O)[O-])ccc1N1CCOCC1 (stereo not given) | -4 | 0 | 1 | -6 | 4 | 5 | -3 | 1.6 | -4
CCN(CC)S(=O)(=O)c1ccc2c(c1)nc(CCC(=O)O)n2C | -1 | -2 | -3 | -5 | -6 | -1 | 4 | -4.2 | 5
O=C(O)CCCNS(=O)(=O)c1ccc(Br)s1 | 7 | -1 | -5 | -8 | -1 | 14 | -1 | 0.0 | 0
COc1ccc(OC)c(NC(=O)c2ccccc2SC)c1 | 4 | -3 | 1 | 1 | 3 | 8 | 1 | -0.6 | -1
Cc1c(NC(=O)CSc2n[nH]c(-c3ccccc3)n2)c(=O)n(-c2ccccc2)n1C | 4 | 0 | 3 | -4 | 1 | -3 | 2 | -1.4 | -1
Cn1c(N)c(N2CCCCC2)c(=O)n(CC(=O)Nc2cccc(C#N)c2)c1=O | -5 | -2 | / | / | 3 | 0 | / | / | /
COc1cccc2nc3cc(C)c(C)cc3nc12 | 25 | 35 | 10 | -2 | -9 | -4 | -11 | 2.9 | -28
CC1CCN(S(=O)(=O)c2cc(Br)cc(C(=O)NC3=NCCS3)c2)CC1 | 11 | 4 | -8 | 3 | -7 | -2 | -2 | 6.3 | -1
CCCCN(CCCC)CCNC(=O)c1ccc2nc(-c3ccccc3NC(C)=O)c(=O)[nH]c2c1 | 3 | 1 | 6 | -6 | 7 | 9 | 0 | -1.6 | -2
Fc1ccc(CNC(=S)Nc2cccc(C(F)(F)F)c2)cc1 | -3 | 5 | 3 | 1 | -4 | 3 | 3 | 2.3 | 1
c1ccc(C(c2ccccc2)c2noc(CN3CCN(C4CCCC4)CC3)n2)cc1 | 1 | 0 | -1 | 3 | 2 | 2 | 0 | -0.5 | 0
Cc1cccc(Cc2c(C)[nH]c(=O)c(C#N)c2C)c1 | -1 | 1 | -1 | -1 | 2 | -7 | 4 | -2.9 | -2
O=C(O)c1cc(-c2ccccc2)on1 | 0 | 1 | -3 | -2 | 9 | -1 | 2 | -0.1 | 3
COC(=O)/C(C#N)=C/c1c(N2CCCCCC2)nc2ccccn2c1=O | -1 | 0 | 0 | -1 | 5 | -2 | 3 | 1.3 | -3
O=C(Cc1ccccc1Cl)Nc1ccc(S(=O)(=O)Nc2nccs2)cc1 | 0 | -3 | 1 | 0 | 2 | 6 | -2 | -1.3 | -5
O=C(C1=C(O)C(=O)N(Cc2ccco2)C1c1cccc([N+](=O)[O-])c1)c1ccco1 (stereo not given) | 7 | -1 | -1 | 3 | 0 | -7 | -1 | 0.2 | 8
COc1cc(NS(=O)(=O)c2cc(C(=O)NCCc3ccccn3)ccc2OC)cc(OC)c1 | 2 | 1 | / | / | -1 | 2 | / | / | /
O=C(Nc1cccc(F)c1)NC1(C(=O)N2CCOCC2)CCCCC1 | 0 | 3 | 0 | -3 | -4 | 6 | 0 | -2.0 | 5
COCCn1c(SCC(=O)NC2CCCC2)nnc1-c1ccco1 | 1 | -1 | 6 | -2 | 6 | 6 | -2 | -5.0 | -9
Cc1cc2c(s1)c1cnn(Cc3ccccc3F)c(=O)c1n2C | 4 | 2 | -1 | 1 | 3 | 4 | 1 | 1.8 | 4
O=C(COc1ccccc1F)NNC(=O)Cc1ccc(S(=O)(=O)N2CCOCC2)s1 | 5 | -1 | 1 | -1 | 5 | 1 | 2 | 2.9 | 3
CC(C)C(NC(=O)c1ccco1)C(=O)NCC(c1ccco1)N1CCCCC1 (stereo not given) | 2 | 2 | 79* | 4 | -1 | 12 | 1 | -3.6 | 4
COc1ccc(NC(=O)c2sc3nc(C)nc(N4CCN(c5ccccn5)CC4)c3c2C)c(OC)c1 | -2 | 2 | 0 | -2 | 13 | -11 | -2 | 2.7 | 10
CC(=O)OCCOc1nc(NC(C)C)nc(NC(C)C)n1 | 8 | 4 | 3 | 1 | 3 | 7 | -1 | 0.6 | -8
CC(Oc1ccccc1Br)C(=O)N1CCc2ccccc21 (stereo not given) | 1 | 16 | 4 | 0 | 1 | 6 | -1 | 0.8 | 2
CN1CCCN(C(=O)/C=C/c2ccc(Cl)cc2Cl)CC1 | -4 | 14 | 5 | 5 | -1 | 3 | 1 | -1.1 | -5
C=CCSc1nc(C)c2cc(C)cc(C)c2n1 | -4 | 25 | 0 | 0 | -3 | -6 | -1 | 1.7 | -3
Cc1nn2c(=O)cc(COC(=O)c3c(F)cccc3Cl)nc2s1 | -5 | 0 | / | -3 | 7 | 7 | / | -0.8 | /
CCOC(=O)[C@@H]1[C@H]2COc3ccc(Br)cc3[C@@H]2N2C(=O)N(c3cccc(Cl)c3)C(=O)[C@]12C | -1 | 1 | 2 | 7 | 15 | 9 | -4 | 3.2 | -6
COc1ccc(S(=O)(=O)Nc2cccc3c2O[C@H](CN(C)S(=O)(=O)c2cn(C)cn2)[C@@H](C)CN([C@H](C)CO)C3=O)cc1 | -1 | 0 | / | / | -5 | -1 | / | / | /
CCOC(=O)N/N=C\c1sccc1C | -1 | 4 | 2 | -3 | 12 | -3 | -4 | 3.0 | -2

This is a random part of the collection; overall some 5.6% were active at least once.
